# Screening data: PubChem BioAssay, several laboratories
# PKA kinase inh – inhibitors of human PKA kinase activity, primary screen, biochemical, ATP-depletion luminescence, Kemptide substrate; 0.1% of 65,000 active; PKA Kemptide phosphorylation, Kinase-Glo ATP luminescence; cAMP-dependent protein kinase catalytic subunit alpha (Homo sapiens), P17612; inhibition, % at 6 µM;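 active = inhibition above the screen-wide mean inhibition plus 3 SD, cut at about 21% in these data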; also: many of its hits are not listed in these tables
# TNAP act mid DEA – human TNAP enzyme activators, primary screen, biochemical, luminescent, intermediate phosphate acceptor level; Alkaline phosphatase, tissue-nonspecific isozyme (Homo sapiens), P05186; purified TNAP, CDP-star luminescence, 100 mM DEA, 30 min; hits give high values; scale: 0 levamisole-inhibited, 1 vehicle-only enzyme; activation factor at 20 µM; 64,000 tested, under 10 active;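 active = activation factor of at least 2 at 20 µM, relative to controls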
# Target sequence (P05186 whole entry, looked up): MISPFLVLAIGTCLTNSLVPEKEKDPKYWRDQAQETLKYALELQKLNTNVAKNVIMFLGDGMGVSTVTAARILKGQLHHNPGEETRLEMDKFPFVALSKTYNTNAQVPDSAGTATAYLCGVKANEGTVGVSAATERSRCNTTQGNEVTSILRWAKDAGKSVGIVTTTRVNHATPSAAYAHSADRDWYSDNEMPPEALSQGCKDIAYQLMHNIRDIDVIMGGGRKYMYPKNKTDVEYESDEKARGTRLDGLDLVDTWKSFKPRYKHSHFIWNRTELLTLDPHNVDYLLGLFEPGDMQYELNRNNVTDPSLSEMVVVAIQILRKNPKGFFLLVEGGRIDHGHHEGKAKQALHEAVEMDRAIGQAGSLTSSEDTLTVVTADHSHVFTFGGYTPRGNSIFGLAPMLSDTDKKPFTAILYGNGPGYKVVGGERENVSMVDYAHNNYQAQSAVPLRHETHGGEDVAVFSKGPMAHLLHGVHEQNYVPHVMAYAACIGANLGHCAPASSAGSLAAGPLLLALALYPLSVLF
# MKP-1 inh – MKP-1 phosphatase inhibitors, primary screen, biochemical, in vitro. 0.15% of 65,000 active. recombinant MKP-1, OMFP hydrolysis fluorescence. Dual specificity protein phosphatase 1 (Homo sapiens), P28562. inhibition, %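 (compounds tested at a single concentration somewhere between 10 and 100 µM)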. AID 374, 2006;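 active = inhibition above about 50%, limit read from the data; inconclusive = inhibition over screen mean plus 3 SD, below that limit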;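 also: 0% = DMSO max control wells and 100% = wells with enzyme stopped by NaOH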
# Target sequence (P28562 whole entry, looked up): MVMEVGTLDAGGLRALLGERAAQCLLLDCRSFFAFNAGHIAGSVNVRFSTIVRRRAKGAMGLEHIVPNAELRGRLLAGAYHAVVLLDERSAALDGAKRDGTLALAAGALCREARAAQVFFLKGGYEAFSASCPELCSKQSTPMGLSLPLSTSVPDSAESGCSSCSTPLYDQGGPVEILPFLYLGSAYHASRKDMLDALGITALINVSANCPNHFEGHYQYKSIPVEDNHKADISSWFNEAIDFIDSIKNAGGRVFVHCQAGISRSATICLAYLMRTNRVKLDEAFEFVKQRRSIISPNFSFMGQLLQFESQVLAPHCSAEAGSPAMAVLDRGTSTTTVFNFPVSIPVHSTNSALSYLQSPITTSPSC
# JNK3 inh – JNK3 kinase activity inhibitors, primary screen, biochemical, human, purified enzyme; AID 746, 2007; HTS; Mitogen-activated protein kinase 10 (Homo sapiens), P53779; inhibition, % at 8 µM; 0.61% of 60,000 active; in the data active = inhibition above about 17%;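 also: 0% = DMSO and 100% = reference inhibitor; many of its hits are not listed in these tables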
# Jurkat viability – cytotoxicity toward Jurkat T cells, primary screen, cytotoxicity control, cell-based, Jurkat E6.1, 60K MLSMR library; inhibition, % at 4 µM; AID 463, 2006; 1.2% of 56,000 active; Jurkat E6.1 viability, ATP luminescence, 48 h;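 active = inhibition above the mean inhibition of all tested compounds plus 3 SD, cut at about 28% in these data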
# ROCK2 inh – inhibitors of human ROCK2 kinase, primary screen, biochemical, high-throughput, luminescence; purified ROCK2, Kinase-Glo ATP depletion luminescence; 0.35% of 60,000 active; inhibition, % at 6 µM; Rho-associated protein kinase 2 (Homo sapiens), O75116;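 active = inhibition above the screen-wide mean inhibition plus 3 SD, cut at about 18% in these data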;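 also: plate controls were DMSO wells for no effect and Y-27632 control wells after no-enzyme background subtraction for full effect; many of its hits are not listed in these tables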
# Cdc25B inh – inhibitors of Cdc25B phosphatase catalytic domain, primary screen, biochemical, OMFP fluorescence | recombinant Cdc25B, OMFP fluorescence Ex485/Em525 | inhibition, %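 (compounds tested at 10 µM final in the well)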 | 0.1% of 65,000 active; in the data active = inhibition above about 50%
# HEK293 NFkB inh – inhibitors of PMA/ionomycin-induced NF-kB reporter, primary screen, antigen receptor NF-kB inhibitor project, cell-based, HEK-293 luciferase reporter, luminescence. AID 465, 2006. 0.21% of 62,000 active. HEK-293 NF-kB luciferase reporter. inhibition, % at 3 µM;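 active = inhibition above the mean of all tested compounds plus 3 SD, cut at about 40% in these data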;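 also: 0% = stimulated DMSO wells and 100% = 10 µM reference inhibitor 5653914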
#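 Timing: 1 h pretreatment, 16 h stimulation, 37 °C; system: HEK-293 cells with stable firefly luciferase reporter driven by four HIV NF-kB elements; doses: 3 µM once, 0.30% DMSO; measured by: luciferase luminescence; control set: DMSO and 10 µM reference inhibitor; repeats: single test; reagent: PMA plus ionomycin mix as NF-kB-activating stimulus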
# MMP13 inh – human MMP13 inhibitors, primary screen, biochemical, FRET peptide cleavage; AID 570, 2006; Collagenase 3 (Homo sapiens), P45452; 0.07% of 65,000 active; inhibition, % at 4 µM; MMP-13 fTHP FRET cleavage, Mca fluorescence;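 active = inhibition above the mean of compound-free control plate wells plus 3 SD, cut at about 14% in these data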;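 also: 0% = DMSO wells and 100% = wells with reference MMP-13 inhibitor after basal subtraction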
# * hit, by the source's call; i = inactive; ? = inconclusive; nt = no result given; [ ] = another dose, or the depositor's remark.
SMILES,PKA kinase inh,TNAP act mid DEA,MKP-1 inh,JNK3 inh,Jurkat viability,ROCK2 inh,Cdc25B inh,HEK293 NFkB inh,MMP13 inh
COc1ccc(C2(C(=O)Nc3cc(C)on3)CCOCC2)cc1,8,0.9,-4,5,-7,7,-5,8,2
CCOC(=O)c1cc2c(=O)n3ccccc3nc2n(CCOC)c1=NC(=O)c1ccncc1,5,1,nt,nt,nt,nt,nt,4,i[fluorescence artefact?]
O=C(Nc1ccc(S(=O)(=O)NCc2ccco2)cc1)c1ccc2ccccc2n1,8,0.9,6,6,23,7,-12,10,3
O=C(CSc1nc2ccccc2o1)Nc1ccc(N2CCOCC2)c(Cl)c1,3,1,22,-5,3,3,-13,-9,4
Nc1cc(=O)[nH]c(=O)n1Cc1ccco1,-4,1,-1,4,4,-3,-12,2,5
CCOC(=O)N1CCN(Cc2nc3c(c(=O)n(C)c(=O)n3C)n2Cc2ccccc2C)CC1,8,0.9,3,3,3,7,-6,-2,-2
CN1C(=O)CC(N2CCN(C(c3ccccc3)c3ccccc3)CC2)C1=O (configuration not stated),6,0.9,7,-1,-2,2,-3,10,5
O=C(CNC(=O)c1cccs1)NC1=NCCS1,4,0.9,3,-3,3,4,5,5,-1
Cc1cc(N2C(=O)C3C4C=CC(C4)C3C2=O)ccc1Br (configuration not stated),7,0.9,-10,2,-11,4,5,18,-1
CC1CN(C2CCCCC2)c2nc3c(c(=O)n(C)c(=O)n3C)n2C1 (configuration not stated),8,0.9,24,6,0,-1,4,-2,8
NS(=O)(=O)c1ccc(NCc2c(F)cccc2Cl)cc1,8,0.9,-4,4,3,6,-10,8,0
O=C(CN(CCc1ccccc1)C(=O)CNS(=O)(=O)c1ccccc1)NCC1CCCO1 (configuration not stated),1,0.9,12,-8,5,-2,-5,11,-4
c1ccc(CCN2CCN(c3ncnc4c3cnn4-c3ccccc3)CC2)cc1,-2,1,3,-3,2,0,-9,18,5
Cc1nnc(SCCn2c(N3CCN(Cc4ccccc4)CC3)nc3c2c(=O)[nH]c(=O)n3C)s1,-2,1,32,1,-10,4,-6,-17,4
c1nc(N2CCOCC2)c2[nH]cnc2n1,15,nt,-2,-6,3,26*,-3,13,-1
CCCCN(C)CCCNC(=O)c1cccc(N2CCCC2=O)c1,6,1,-5,0,-1,5,10,10,-4
CCNS(=O)(=O)c1c(C)cc(N2CCCC2=O)cc1C,2,1,-13,6,-4,2,-2,19,-10
CC1(C)NC(=O)N(CC(O)COc2ccccc2-c2ccccc2)C1=O (configuration not stated),-2,1,13,-1,-6,0,-2,12,-20
CC1(C)Cc2c(sc3c4nnnn4c4nnnn4c23)CO1,3,0.9,-10,8,nt,-3,-3,nt,-6
COc1cc(-c2nc(S(=O)(=O)c3ccc(C)cc3)c(N3CCOCC3)o2)cc(OC)c1OC,9,1,15,-3,-2,5,-11,18,-4
O=C(Nc1cc(C(F)(F)F)ccc1N1CCCCC1)c1ccco1,7,0.9,7,-5,-4,2,3,17,-2
Cc1cc(C)nc(N2CCN(c3ncnc4c3oc3ccccc34)CC2)n1,-9,1,-2,5,6,-7,4,12,2
Cn1c(C(=O)N2CCN(c3ccc(Cl)cc3)CC2)cc2c(=O)n(C)c3ccccc3c21,6,1,-2,0,-3,5,-5,2,4
Cc1cc(C(=O)Cn2nnc3ccccc3c2=O)c(C)n1Cc1cccs1,10,0.8,-4,0,-1,5,-10,-57,-16
Cc1cccc(-n2ccnc2SCC(=O)Nc2nccs2)c1C,15,0.9,0,1,4,4,9,1,6
CCOc1ccccc1C(=O)N1CCN=C1SCc1cccnc1,8,0.9,0,8,-6,6,-2,23,1
O=C(NCC1COc2ccccc2O1)c1ccccc1 (configuration not stated),7,0.9,5,8,-5,6,3,-26,0
CCc1cc(=O)oc2cc(OCC(=O)N3CCCc4ccccc43)ccc12,0,1,13,3,-8,1,-2,13,-4
Cc1ccc(C)c(SCC(=O)OCC(=O)c2ccco2)c1,2,0.9,6,nt,nt,nt,-5,-18,3
COc1ccc(CNc2oc(C)nc2C#N)cc1,9,0.9,-6,3,-2,5,-12,19,-2
CCn1c(SCC(=O)NCc2ccc3c(c2)OCO3)nnc1-c1c[nH]c2ccccc12,-8,nt,31,-7,7,-10,-9,16,2
COC(=O)Cn1c(=NC(=O)CSCC(=O)Nc2cc(C)on2)sc2ccccc21,-2,0.8,-3,5,1,1,-1,14,1
Cn1c(=N)n(CC(O)c2ccco2)c2ccccc21 (configuration not stated),12,0.9,-22,-1,-1,0,-13,2,-1
COCCCN1C(=O)C(O)=C(C(C)=O)C1c1ccccn1 (configuration not stated),13,0.9,9,0,-8,6,3,16,3
CC(C)(NCc1ccccc1Cl)C(=O)O,5,0.9,-4,2,-1,2,6,10,0
C=CCNc1nc(-c2ccccc2)nc(-n2ccnc2)n1,-2,0.9,0,1,1,1,11,10,0
O=C(Nc1cccc2ccccc12)N1CCN(c2ccccc2)CC1,8,0.9,-11,-2,0,3,-1,17,-25
O=C(Cn1cc(C(F)(F)F)ccc1=O)N1CCN(S(=O)(=O)c2ccccc2)CC1,-1,0.9,7,-8,-1,-1,-15,24,-3
COc1ccc(C(=O)NC2CCCCC2)cc1S(=O)(=O)N1CCCC1,-3,0.9,-1,-6,-3,-3,-10,-7,-2
CCOC(=O)N1CCN(S(=O)(=O)c2ccc(OC)c(Cl)c2Cl)CC1,8,1,-4,-2,7,4,0,11,-2
O=C(C1=C(O)C(=O)N(CCN2CCOCC2)C1c1cccs1)c1cc2ccccc2o1 (configuration not stated),0,1,4,nt,nt,nt,-7,8,-2
COCCNC(=O)C(c1ccncc1)N(C(=O)Cn1nnc2ccccc21)c1ccc(OC)cc1 (configuration not stated),2,0.8,1,-1,-4,2,-21,8,-2
O=c1oc(-c2cccs2)nc2sc3c(c12)CCCCC3,5,1,13,2,9,2,-11,0,4
CC(=O)NC(CCS(C)(=O)=O)C(=O)Nc1cccc(Cl)c1Cl (configuration not stated),2,1,1,-1,-5,-2,3,9,1
Fc1ccccc1N1CCN(C2CCN(Cc3c[nH]c4ccccc34)CC2)CC1,-2,0.9,0,-2,6,-1,-21,14,0
COc1ccc(-c2nc(C(N)=O)c3[nH]c(=O)n(-c4cccc(C)c4)c3n2)c(OC)c1,4,1.1,?,4,-4,6,-9,12,-6
CC(c1nnc(Sc2nnnn2-c2ccccc2)n1-c1ccc(F)cc1)N(C)C (configuration not stated),7,0.9,27,-5,5,2,3,12,-5
CC(O)c1nc2ccccc2n1C/C=C/c1ccccc1 (configuration not stated),3,1,1,-14,4,-1,-6,9,10
Cc1sc2ncnc(OCC(=O)N3CCN(S(=O)(=O)c4ccccc4)CC3)c2c1C,5,1,-8,2,-4,8,-2,12,-1
O=C(O)c1cccc(Nc2ncnc3ccccc23)c1,-1,1,12,7,7,3,-10,13,-3
CC(=O)C1=C(O)C(=O)N(CCc2c[nH]c3ccccc23)C1c1cccc(O)c1 (configuration not stated),-4,1,19,nt,nt,nt,5,3,2
OCCN1CN=C(Nc2nc3ccccc3s2)NC1,7,0.9,-14,0,-2,7,-5,5,0
CC1CCCN(S(=O)(=O)c2cccc(-c3cn4cccnc4n3)c2)C1 (configuration not stated),5,0.7,-10,-7,-2,0,0,10,-157[fluorescence artefact?]
Cc1ccc(-c2noc(C3CCCN(C(=O)c4c(F)cccc4F)C3)n2)cc1 (configuration not stated),-3,0.9,6,2,-4,-1,0,15,-5
CON(C)c1nc(OCCNC(=O)COc2ccc(Cl)cc2C)nc(N(C)C)n1,-1,1,11,-9,-5,-3,-12,9,-2
O=C(Cn1cc2c(n1)CCCC2)N1CCOCC1,8,1,2,-3,-2,1,-16,7,4
Cc1cc(N2C(=O)C(=O)/C(=C(/O)c3ccc(F)cc3)C2c2cccc(Br)c2)no1 (configuration not stated),-2,0.9,19,8,nt,-12,12,nt,-6
O=S(=O)(Nc1ncnc2c1oc1ccccc12)c1ccc(Cl)s1,12,1,30,2,-3,2,-7,6,0
O=C1c2ccccc2C(=O)N1CCCCSc1nnc2ccccn12,4,1,-7,5,3,1,-6,18,2
COC(=O)c1ccc2nc(C(F)(F)F)[nH]c2c1,4,0.9,-19,-4,0,5,0,13,-3

# Shown with bars between the fields: three of the compounds above.
SMILES | PKA kinase inh | TNAP act mid DEA | MKP-1 inh | JNK3 inh | Jurkat viability | ROCK2 inh | Cdc25B inh | HEK293 NFkB inh | MMP13 inh
COc1ccc(-c2nc(C(N)=O)c3[nH]c(=O)n(-c4cccc(C)c4)c3n2)c(OC)c1 | 4 | 1.1 | ? | 4 | -4 | 6 | -9 | 12 | -6
CC(c1nnc(Sc2nnnn2-c2ccccc2)n1-c1ccc(F)cc1)N(C)C (configuration not stated) | 7 | 0.9 | 27 | -5 | 5 | 2 | 3 | 12 | -5
CC(O)c1nc2ccccc2n1C/C=C/c1ccccc1 (configuration not stated) | 3 | 1 | 1 | -14 | 4 | -1 | -6 | 9 | 10

# Next section
SMILES,PKA kinase inh,TNAP act mid DEA,MKP-1 inh,JNK3 inh,Jurkat viability,ROCK2 inh,Cdc25B inh,HEK293 NFkB inh,MMP13 inh
Cc1cc(NC(=O)C2CCCCC2)nc2c1c(=O)oc1ccccc12,1,0.9,27,nt,nt,nt,0,9,-4
COc1ccc(NC(=O)CSc2nnc(-c3cccs3)n2C)cc1OC,-1,1,-14,-15,-3,-3,-1,4,4
Nc1nc(-c2ccco2)c(-c2ccco2)s1,2,0.9,17,-2,1,1,-2,26,5
Cc1ccc(C)c(N(CC(=O)NCc2ccc3c(c2)OCO3)C(=O)CCC(=O)Nc2ccccn2)c1,7,1,12,7,1,2,-1,9,-6
O=C(CN1CCN(CC(=O)Nc2ccccn2)CC1)Nc1ccccn1,9,1,8,10,-6,3,-2,3,4
COC(=O)C1=C(C)OC(N)=C(C#N)C1c1cc(OC)c(OCC(N)=O)cc1Cl (configuration not stated),0,0.9,-17,0,-6,3,-12,6,-1
CC(C)(C)c1ccc(-c2nc(-c3ccncc3)no2)cc1,5,0.9,20,-2,10,3,-19,-82,8
CCN(CC)S(=O)(=O)c1ccc(NS(=O)(=O)c2cccc(C)c2)cc1,6,1,24,-3,1,5,-11,9,0
Cc1cccn2c(=O)c3cc(C#N)c(=O)n(CCCN4CCOCC4)c3nc12,-3,0.8,-14,2,5,6,-9,-2,i[fluorescence artefact?]
CCC(C)OC(=O)C1=C(C)NC(=O)CC1c1ccccc1OC (configuration not stated),6,0.9,22,3,9,8,0,2,-6
CC(C)C(NC(=O)c1ccco1)C(=O)NCC(c1ccco1)N1CCCCC1 (configuration not stated),4,0.9,-3,0,-7,2,-4,-16,0
COC(=O)c1[nH]c2cc(OC)ccc2c1NC(=O)CN1CCN(c2cccc(C)c2)C(C)C1 (configuration not stated),6,0.8,-2,-2,nt,11,-18,nt,-8
O=C1CCC(C(=O)Nc2cccc3ccccc23)N1 (configuration not stated),7,1,-7,-1,-8,0,-8,-4,-2
CCN(CC)c1ccc(NC(=O)CCCCCN2C(=O)c3ccccc3C2=O)cc1,-5,1,8,-6,-5,-2,2,22,-4
